From PubChem BioAssay
NS3 helicase inh = inhibitors of Hepatitis C virus NS3 helicase | NS3 helicase DNA unwinding, Cy5 molecular beacon fluorescence | inhibition, % at 10.9 µM | hit rate 0.56% among 290,000;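 active = inhibition above the mean of all tested compounds plus 3 SD, set per campaign, cut at about 35% in these data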;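 note: 0% = DMSO wells and 100% = thioflavine S control wells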
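test system = hepatitis C virus NS3 helicase domain fragment enzyme | reagent = annealed dual-labelled DNA beacon duplex, ATP-started | times = 1 h at 25 °C | detection = Cy5 fluorescence, 0 and 60 min reads | read-out basis = percent inhibition from t60/t0 fluorescence ratio | control set = DMSO and thioflavine S | replication = one well per compound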
UBC9 SUMO inh = inhibitors of human SUMOylation (UBC9); hit rate 0.36% among 290,000; inhibition, % at 35 µM; HTRF SUMOylation assay, SAE1/SAE2 + UBC9, in vitro; P63279; in the data active = inhibition above about 50%, passing the limit was not always enough; note: strong numbers were not always called active
IDE inh = inhibits human insulin-degrading enzyme in HEK cells; P14735; FAbetaB cleavage, fluorescence polarization; inhibition, % at 5.59 µM; hit rate 0.41% among 320,000; AID 434962;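 active = percent inhibition above the average of all tested compounds plus 3 SD, set per screening campaign, cut at about 16% in these data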;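 note: IDE supplied by intact live HEK cells; FP after avidin binding of uncleaved biotin substrate so inhibition keeps polarization high; 0% = DMSO wells and 100% = 60 µM reference IDE inhibitor Ii1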
Target sequence (P14735 whole entry, looked up): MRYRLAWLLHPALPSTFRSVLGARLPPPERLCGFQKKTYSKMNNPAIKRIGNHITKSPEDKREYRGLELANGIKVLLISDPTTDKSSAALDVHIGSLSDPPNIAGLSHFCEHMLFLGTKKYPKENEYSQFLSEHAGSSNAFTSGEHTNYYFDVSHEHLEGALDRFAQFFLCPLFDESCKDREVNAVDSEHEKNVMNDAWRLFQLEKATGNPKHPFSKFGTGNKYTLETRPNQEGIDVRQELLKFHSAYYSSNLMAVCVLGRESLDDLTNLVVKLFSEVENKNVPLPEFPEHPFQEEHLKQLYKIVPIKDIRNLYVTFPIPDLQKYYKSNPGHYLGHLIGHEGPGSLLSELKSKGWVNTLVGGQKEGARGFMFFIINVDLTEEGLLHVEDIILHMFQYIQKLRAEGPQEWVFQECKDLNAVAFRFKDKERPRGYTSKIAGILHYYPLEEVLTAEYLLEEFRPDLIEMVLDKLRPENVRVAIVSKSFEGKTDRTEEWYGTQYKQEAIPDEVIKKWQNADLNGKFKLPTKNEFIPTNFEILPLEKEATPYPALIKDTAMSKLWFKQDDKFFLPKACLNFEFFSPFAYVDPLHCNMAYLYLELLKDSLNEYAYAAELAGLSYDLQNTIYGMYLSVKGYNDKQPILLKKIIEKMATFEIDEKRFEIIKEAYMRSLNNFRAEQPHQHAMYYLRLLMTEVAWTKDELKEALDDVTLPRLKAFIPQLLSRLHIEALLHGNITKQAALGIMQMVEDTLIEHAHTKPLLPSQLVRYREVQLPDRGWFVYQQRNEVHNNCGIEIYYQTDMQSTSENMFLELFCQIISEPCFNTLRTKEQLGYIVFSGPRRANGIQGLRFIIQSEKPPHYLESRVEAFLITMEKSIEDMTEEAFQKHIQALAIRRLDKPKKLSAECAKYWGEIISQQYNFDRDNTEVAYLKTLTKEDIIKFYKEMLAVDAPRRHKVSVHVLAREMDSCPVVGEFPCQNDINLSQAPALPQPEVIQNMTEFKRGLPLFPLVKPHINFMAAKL
CRFR2-BP antag = CRF-BP/CRF-R2 complex antagonism. inhibition, % at 11.8 µM. hit rate 0.59% among 350,000. HEK293 CRF-R2/CRF-BP, CRF-induced calcium fluorescence;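 active = inhibition of the ligand-induced calcium signal above about 50% at the single tested concentration, limit read from the data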
p-CIP stab down = compounds decreasing mouse p/CIP protein stability | hit rate 0.01% among 290,000 | AID 1984 | decrease of EGFP signal, % at 10 µM | F442A p/CIP-EGFP cells, EGFP fluorescence, 16 h | Q05BA5;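 active = EGFP signal decrease of at least 30% at 10 µM or well 3 SD below plate mean, unless failing retest; inactive = the rest, including hits failing retest or dose response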; note: some compounds called inactive have numbers as strong as hits; many of its hits are not listed in these tables
IMP-1 inhibitor = inhibitors of Pseudomonas aeruginosa IMP-1 metallo-beta-lactamase. purified IMP-1, nitrocefin hydrolysis, epi-absorbance fluorescence. inhibition, % at 5.6 µM. hit rate 0.45% among 290,000;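 active = inhibition above the mean plus 3 SD of all compounds in the same screening run, cut at about 4.5% in these data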;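 note: 0% = IMP-1 with DMSO and 100% = DMSO wells lacking enzyme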
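system = purified recombinant IMP-1 beta-lactamase | amount = 0.2 nM IMP-1, as dispensed | medium = HEPES buffer pH 7.1 with ZnSO4 and Brij 35 | times = 25 °C, 15 min preincubation, 25 min reaction | detection = plate fluorescence quenching by hydrolysis product, ex 480/em 530 nm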
VIM-2 inhibitor = blocks Pseudomonas aeruginosa VIM-2 metallo-beta-lactamase | purified VIM-2, nitrocefin hydrolysis, epi-absorbance fluorescence | inhibition, % at 5.6 µM | AID 1527 | hit rate 0.89% among 290,000;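 active = inhibition above the mean of all tested compounds plus 3 SD, cutoff set per screening run, cut at about 7.5% in these data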;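 note: red hydrolysis product quenches plate fluorescence so inhibitors raise well fluorescence; 0% = enzyme with DMSO and 100% = DMSO without enzyme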
GalR3 antag = antagonists of human GalR3. O60755. HEK293 GalR3-CNG cAMP membrane potential fluorescence; galR3 body fused to GalR1 C-terminus. inhibition, % at 3 µM. hit rate 0.44% among 360,000. AID 651719;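 active = inhibition above the screen-wide average plus 3 SD, cut at about 13% in these data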;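 note: forskolin and galanin both at EC90 stimulate the cells; cAMP rise reported by CNG channel membrane potential dye signal; 0% = forskolin plus galanin with DMSO and 100% = forskolin alone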
IDE cell activ = boosts human insulin-degrading enzyme activity in HEK cells. AID 493087. hit rate 0.073% among 340,000. P14735. activation, % at 5.96 µM. FAbeta-B cleavage, fluorescence polarization; 0% vehicle, 100% cell-free pure enzyme wells;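 active = activation above the mean of all tested compounds plus 3 SD, set per screening campaign, cut at about 17% in these data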
The depositor's hits bear a star; · = not tested or not shown.

SMILES | NS3 helicase inh | UBC9 SUMO inh | IDE inh | CRFR2-BP antag | p-CIP stab down | IMP-1 inhibitor | VIM-2 inhibitor | GalR3 antag | IDE cell activ
COC(=O)C1C(c2ccccc2)C=CC(c2ccccc2)C1C(=O)O (stereo not given) | 4.0 | 22.9 | -0.3 | 4.3 | -2.6 | 60.7* | 8.7* | -3.1 | 6.8
COc1cc(C(C)=O)ccc1OCC(=O)NCCCn1nc(C)cc1C | · | · | 3.9 | 3.2 | · | · | · | -8.3 | 2.3
Cc1ccccc1NC(=O)CCC(=O)N/N=C/c1cc([N+](=O)[O-])ccc1O | 15.9 | -3.6 | -3.4 | -23.9 | 1.4 | -0.8 | -1.8 | -0.5 | 3.0
COc1cc(/C=N/N2CCN(C3c4ccccc4-c4ccccc43)CC2)cc(OC)c1O | -23.6 | -20.5 | 6.0 | -61.6 | -1.1 | -0.5 | -2.9 | 0.6 | 6.5
Cc1nnc(C)c2c(C)n(C(c3ccccc3)c3ccccc3)c(C)c12 | 4.2 | 16.0 | -9.3 | 46.0 | -8.2 | -0.7 | -3.4 | 1.9 | 6.7
COc1cccc(NC(=O)COc2ccc(S(=O)(=O)NC(C)C)cc2)c1 | -2.1 | -16.8 | 2.5 | 2.8 | 2.6 | -0.1 | 0.4 | -4.2 | 1.5
O=C1OC[C@@H]2CCCN2C(=O)[C@H](CC(=O)N(CCO)Cc2ccccc2)C/C=C\CC[C@@H]1Cc1ccc(F)cc1 | · | · | 5.3 | -6.3 | · | · | · | 2.8 | 9.1
CCOc1ccc(N2CC(C(=O)Nc3ccccc3N3CCCC3)CC2=O)cc1 (stereo not given) | -5.7 | -4.6 | 1.1 | -37.2 | 3.5 | -3.3 | -0.8 | -4.5 | 3.8
Cc1ccc(C(=O)Nc2nc(C)c(C(=O)Nc3ccc4c(c3)CCC4)s2)cc1 | -48.3 | -17.6 | 2.5 | -10.6 | -4.1 | -1.0 | -3.8 | 1.6 | 1.0
Cc1nnc(SCC(=O)c2ccc(S(=O)(=O)N3CCOCC3)cc2)n1-c1ccccc1 | -3.4 | -4.7 | 5.7 | 10.7 | -1.9 | -6.5 | -0.9 | 3.8 | 1.2
COc1ccc(-c2nnn(CC(=O)N(CC(=O)NCCC(C)C)c3ccccc3)n2)cc1OC | -8.2 | 10.0 | -0.8 | -16.1 | 8.5 | -0.7 | -1.7 | -4.4 | 0.2
COc1ccc(/C=C/CN2CCC(n3nccc3NC(=O)C3CCCC3)CC2)cc1 | -8.2 | 4.4 | -0.7 | -3.4 | 5.7 | -0.7 | -1.3 | -1.5 | -3.5
O=C(O)C1CC(=O)N(C2CCCCCC2)C1 (stereo not given) | 4.5 | 10.2 | 5.5 | 8.1 | 0.2 | -1.8 | 2.2 | 1.0 | 2.1
CCOC(=O)c1noc(C)c1C(=O)Nc1nc(C)cc(C)n1 | 9.8 | -7.5 | -2.8 | 7.2 | -1.1 | -2.3 | -3.2 | 9.4 | 0.2
O=c1c(Cc2c(F)cccc2Cl)c(O)ccn1C1CC1 | -13.4 | 7.8 | 7.3 | 2.5 | 2.3 | -3.1 | -1.9 | -5.9 | 1.3
Cc1cc(C)cc(NC(=O)CSc2nnc(-c3ccncc3)o2)c1 | · | · | 0.0 | -6.5 | · | · | · | -3.0 | -1.2
CCNC(=O)N(C)C[C@H]1N[C@@](CC)(C(=O)OC)[C@H]2C(=O)N(C)C(=O)[C@@H]12 | · | · | 6.5 | -2.8 | · | · | · | -1.1 | 3.5
O=C(COC(=O)/C=C/c1ccc([N+](=O)[O-])cc1)NCc1cccs1 | · | · | -3.1 | -2.3 | · | · | · | -4.3 | 3.2
COC(=O)c1cccc(N2CCCC2=O)c1 | -4.3 | -1.0 | 2.1 | -5.6 | -13.7 | -3.8 | -4.0 | 2.4 | 5.4
CCOC(=O)N1CCN(C(=O)CN(Cc2ccccc2)S(C)(=O)=O)CC1 | 8.2 | 14.0 | 2.0 | 14.8 | -10.9 | -5.0 | -2.6 | 3.3 | -4.2
CN(C)S(=O)(=O)c1ccc(N2CCCC2)c(C(=O)N2CCN(S(=O)(=O)c3ccccc3F)CC2)c1 | · | · | 5.8 | -3.7 | · | · | · | -4.4 | -1.9
CN(CCC#N)C(=O)COC(=O)c1ccccc1OCc1ccccc1Cl | 2.5 | -5.8 | 7.7 | -8.3 | -9.7 | -0.7 | 2.9 | -5.3 | 4.3
Cc1cc(C(=O)OCC(=O)NC2CCCCC2C)c2ccccc2n1 (stereo not given) | · | · | 3.1 | -15.6 | · | · | · | -7.0 | -2.7
COc1ccc(-c2cn3c(n2)CCC3)cc1 | -0.5 | 27.5 | 2.4 | -5.0 | -3.4 | -3.7 | -1.3 | -3.6 | 1.5
COc1cc(OC)cc(C(=O)NCc2n[nH]c(=S)n2-c2ccccc2)c1 | -4.5 | 0.5 | -1.1 | -3.0 | -8.2 | -0.2 | 0.8 | 1.0 | 4.0

Whole records, looked up by structure:
COc1cc(/C=N/N2CCN(C3c4ccccc4-c4ccccc43)CC2)cc(OC)c1O as listed: NS3 helicase inh = -23.6; UBC9 SUMO inh = -20.5; IDE inh = 6.0; CRFR2-BP antag = -61.6; p-CIP stab down = -1.1; IMP-1 inhibitor = -0.5; VIM-2 inhibitor = -2.9; GalR3 antag = 0.6; IDE cell activ = 6.5
COc1cccc(NC(=O)COc2ccc(S(=O)(=O)NC(C)C)cc2)c1 as listed: NS3 helicase inh = -2.1; UBC9 SUMO inh = -16.8; IDE inh = 2.5; CRFR2-BP antag = 2.8; p-CIP stab down = 2.6; IMP-1 inhibitor = -0.1; VIM-2 inhibitor = 0.4; GalR3 antag = -4.2; IDE cell activ = 1.5

Going on with the list:
SMILES | NS3 helicase inh | UBC9 SUMO inh | IDE inh | CRFR2-BP antag | p-CIP stab down | IMP-1 inhibitor | VIM-2 inhibitor | GalR3 antag | IDE cell activ
CC(=O)NCCC(=O)Nc1cc(F)ccc1C | -2.7 | -13.3 | -3.9 | 12.7 | -1.4 | -1.9 | -3.1 | 1.4 | 0.6
CC(=O)OC1COC(N2CCc3ccccc32)C(OC(C)=O)C1OC(C)=O (stereo not given) | 11.3 | 10.5 | -7.1 | -47.9 | -1.7 | -1.7 | -2.2 | 0.6 | 5.9
O=C(CCn1ccc([N+](=O)[O-])n1)Nc1nccs1 | -16.4 | 1.3 | 3.6 | -4.2 | 11.7 | -0.4 | -3.3 | -4.0 | ·
COc1ccc(N2CCN(C(=O)c3ccc(NS(=O)(=O)c4ccccc4)cc3)CC2)cc1 | -8.2 | 10.3 | 5.3 | -4.3 | -2.7 | -4.2 | -2.1 | -4.6 | 1.6
N#Cc1c(N(CCO)CCO)nc(N)c2c(N)nc3c(c12)CC(=O)N3CC1CCCO1 (stereo not given) | -11.7 | 100.9* | 6.9 | 2.0 | -7.8 | -0.2 | -0.4 | 3.2 | 6.6
CCOC(=O)C1=C(CSc2nc(C)cc(C)c2C#N)OC(N)=C(C#N)C1c1ccccc1 (stereo not given) | 15.3 | 23.0 | 7.4 | -13.4 | -5.9 | -1.1 | 2.2 | -0.4 | 1.7
CCc1cc(C(=O)N2CCOCC2)c(NC2=NS(=O)(=O)c3ccccc32)s1 | -1.7 | 19.8 | -1.8 | 1.6 | -7.7 | -2.9 | -3.4 | -3.2 | 5.0
COc1ccccc1CN1CCNC(=O)C1CC(=O)O (stereo not given) | 0.8 | 15.6 | 2.5 | 21.8 | -17.4 | -3.0 | -2.3 | 2.3 | 7.2
CCCC1=C(C(=O)OCC)C(/C=C/c2ccccc2)n2ncnc2N1 (stereo not given) | -7.4 | 12.0 | 0.7 | -41.3 | 3.9 | -4.0 | -4.8 | · | -3.6
CC(C)(C)c1ccc(S(=O)(=O)NNC(=O)c2cc3ccccc3[nH]2)cc1 | -0.4 | 19.8 | -6.0 | -15.6 | -6.5 | -2.2 | -1.3 | -10.6 | 4.9
Cc1ccc(C2C(C#N)=C(N)OC3=C2C(=O)CC(C)(C)C3)s1 (stereo not given) | -11.6 | 4.1 | -1.1 | -5.5 | -9.2 | 0.4 | 1.4 | -7.5 | 3.8
CC(=O)N1CCN(c2nc(N)c(C#N)c(CC#N)c2C#N)CC1 | -8.6 | 13.8 | 6.5 | 3.4 | 3.6 | -1.5 | -3.9 | -2.9 | 3.0
Cc1cc(NCc2ccco2)n2ncnc2n1 | -8.3 | -3.7 | -3.3 | 7.3 | -2.5 | -0.6 | -0.8 | 0.7 | 4.7
O=C(COC(=O)Cc1c(Cl)cccc1Cl)NCC1CCCO1 (stereo not given) | 10.5 | -10.9 | -5.5 | 2.4 | -15.3 | -0.9 | -1.0 | 14.4* | 3.2
Cc1nc2c(c(=O)c3ccccc3n2C)c(=O)n1-c1ccc(F)cc1 | 4.7 | 16.4 | -0.7 | 7.4 | -9.8 | -0.9 | 8.0* | 0.7 | 0.8
Cc1ccccc1OCC(=O)NCC(=O)OCC(=O)c1ccc2ccccc2c1 | -5.2 | -24.2 | 7.8 | -6.6 | -0.8 | -5.2 | -4.5 | -6.0 | -2.4
COc1ccc(NC(=O)C(C)Sc2ccccc2)cc1 (stereo not given) | -9.8 | 11.1 | -0.8 | 4.1 | -18.0 | -2.0 | -2.9 | -0.2 | 3.3
Cc1cccc(OCC(=O)Nc2nnc(S(=O)(=O)N3CCCCC3)s2)c1 | 15.6 | 8.4 | 0.4 | 10.2 | -4.1 | -3.0 | -2.1 | · | -3.3
COc1cc(C(F)(F)F)ccc1C(=O)NCCc1ccco1 | 16.1 | 6.2 | 6.8 | 7.5 | 0.5 | -3.3 | -4.2 | -4.2 | 4.0
O=c1cnnc(SCc2ccc([N+](=O)[O-])cc2)[nH]1 | -5.7 | -6.2 | -7.1 | 2.1 | 4.2 | -3.0 | -1.1 | -6.1 | 3.2
COC(=O)c1c(NC(=O)c2ccccc2N(C)S(=O)(=O)c2ccccc2)sc2c1CCCC2 | -1.6 | 5.9 | · | 4.2 | 7.7 | -2.4 | -4.2 | -3.5 | 0.4
c1cncc(CSc2ccc(-c3ccc4c(c3)OCO4)nn2)c1 | 2.2 | 12.1 | -4.6 | 12.4 | 3.1 | -2.1 | -2.8 | 1.6 | -2.5
CCOC(=O)Cc1c(C)nc2c(-c3ccccc3)c(C)nn2c1C | -3.7 | -5.4 | -4.9 | 16.1 | 7.1 | -3.4 | -3.0 | -4.0 | 1.0
CCc1cccc(NC(=O)C2CCCN2C(=O)Nc2ccc(C)cc2)c1 (stereo not given) | -5.9 | 11.0 | -6.3 | 4.4 | -8.8 | -1.4 | -2.8 | 7.2 | 2.0
COc1ccc(S(=O)(=O)NCCS(=O)(=O)N2CCN(c3ccccc3)CC2)cc1 | · | · | 1.0 | -5.9 | · | · | · | -5.4 | -4.0
Cc1ccc(S(=O)(=O)N2CCN3CCCC3C2)cc1 (stereo not given) | 0.5 | 2.2 | 2.9 | 7.8 | 5.2 | -5.2 | 0.2 | -1.1 | 6.8
O=C(CSc1nnc(-c2ccc(C(F)(F)F)cn2)o1)Nc1ccccc1Cl | 1.3 | 17.6 | 0.2 | -8.6 | -5.3 | -4.8 | -2.9 | 2.2 | -2.8
